Screening data from PubChem BioAssay.
Granule exo inh: blocks lytic granule exocytosis; TALL-104 LAMP-1 surface exposure, flow cytometry; cells stimulated with thapsigargin and PMA; actives 0.66% (n = 360,000); inhibition, % at 10 µM; AID 651702;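 active = inhibition above about 55%, limit read from the data; inconclusive = no clear call, values can overlap the other calls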
TLR9-MyD88 block: blocks human TLR9 binding to MyD88; inhibition, % at 4.98 µM; actives 0.21% (n = 340,000); CHO BLA complementation TLR9-MyD88, CCF4 FRET ratio;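 active = inhibition above the mean over all tested compounds plus 3 SD, cut at about 21% in these data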;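 note: 0% = DMSO only wells and 100% = clavulanate BLA inhibitor control wells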
Target sequence (Q99836 whole entry, looked up): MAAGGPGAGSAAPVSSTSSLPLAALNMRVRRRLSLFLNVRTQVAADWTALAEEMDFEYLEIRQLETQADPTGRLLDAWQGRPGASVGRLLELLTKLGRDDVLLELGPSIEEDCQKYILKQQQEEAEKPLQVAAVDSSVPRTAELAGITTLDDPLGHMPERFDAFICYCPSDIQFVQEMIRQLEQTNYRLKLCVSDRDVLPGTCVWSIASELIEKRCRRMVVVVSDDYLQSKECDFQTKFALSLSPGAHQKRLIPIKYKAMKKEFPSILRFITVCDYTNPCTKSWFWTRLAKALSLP
Target sequence (Q9NR96 whole entry, looked up): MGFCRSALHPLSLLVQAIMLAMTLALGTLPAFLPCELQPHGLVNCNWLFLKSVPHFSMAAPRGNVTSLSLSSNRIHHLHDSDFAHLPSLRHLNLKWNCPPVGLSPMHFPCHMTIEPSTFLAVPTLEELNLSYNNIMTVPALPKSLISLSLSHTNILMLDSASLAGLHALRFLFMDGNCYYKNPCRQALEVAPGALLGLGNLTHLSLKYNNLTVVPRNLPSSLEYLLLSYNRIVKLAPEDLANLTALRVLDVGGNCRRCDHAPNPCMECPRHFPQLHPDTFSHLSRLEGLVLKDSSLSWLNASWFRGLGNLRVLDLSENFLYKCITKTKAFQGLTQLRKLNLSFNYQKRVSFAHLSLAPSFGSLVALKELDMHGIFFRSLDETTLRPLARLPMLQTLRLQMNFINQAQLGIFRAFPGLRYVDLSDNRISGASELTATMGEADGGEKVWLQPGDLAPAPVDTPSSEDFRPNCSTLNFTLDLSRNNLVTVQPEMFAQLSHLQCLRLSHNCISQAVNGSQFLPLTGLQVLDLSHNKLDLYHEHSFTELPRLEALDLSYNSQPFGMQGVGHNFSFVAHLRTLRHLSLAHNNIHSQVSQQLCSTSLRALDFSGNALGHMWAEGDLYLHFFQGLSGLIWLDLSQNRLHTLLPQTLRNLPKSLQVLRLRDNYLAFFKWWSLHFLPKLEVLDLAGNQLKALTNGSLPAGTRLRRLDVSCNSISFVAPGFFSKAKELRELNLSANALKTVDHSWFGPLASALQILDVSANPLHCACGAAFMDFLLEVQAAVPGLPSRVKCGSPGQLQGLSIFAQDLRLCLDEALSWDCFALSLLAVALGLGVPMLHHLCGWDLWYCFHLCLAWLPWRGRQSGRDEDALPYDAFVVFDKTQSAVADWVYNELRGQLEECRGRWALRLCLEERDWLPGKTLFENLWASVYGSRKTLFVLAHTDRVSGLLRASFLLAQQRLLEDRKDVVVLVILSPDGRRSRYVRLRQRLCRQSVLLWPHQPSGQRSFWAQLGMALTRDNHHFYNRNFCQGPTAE
Vif imaging: inhibitors of HIV Vif. AID 602346. inhibition, % at 7.49 µM. actives 0.35% (n = 340,000). HEK293T cells, Vif self-association by quenched fluorescence, imaging, 24 h; in the data active = inhibition above about 50%, passing the limit was not always enough; inconclusive = no clear call, values can overlap the other calls; inactive = below about 31%; note: some results filed as inactive read as strong as hits
aDG glyco up: alpha-DG glycosylation activation. Pro5-aDG cells, alpha-DG glycosylation AlphaScreen (IIH6); 0% Pro5, 100% B10-LARGE cell signal. activation, % at 10 µM. actives 0.22% (n = 360,000);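 active = activation of at least 8% versus controls, or a plate z-score of at least 8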;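 note: Pro5 are CHO cells carrying HIG-tagged alpha-DG that lacks glycosylation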
ABCB6 inh 2: blocks the human ABCB6 transporter | AID 602162 | Q9NP58 | K562-ABCB6 porphyrin accumulation, flow cytometry, 1 h; active compounds read low | fluorescence ratio to DMSO, % at 10 µM | actives 0.19% (n = 360,000);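 active = fluorescence ratio to DMSO below 75%, the collection mean minus 3 SD; inconclusive = too few cells collected in the well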;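 note: signal is porphyrin accumulated inside mitochondria; 100% equals median channel fluorescence of DMSO control wells; lower ratio means ABCB6 inhibition with less porphyrin fluorescence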
MC4R antagonist: blocks human MC4R cAMP signaling | MC4R-expressing cells, MTII-stimulated cAMP, LANCE TR-FRET | inhibition, % at 6.5 µM | actives 0.48% (n = 360,000);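 active = inhibition above its plate's cutoff, the mean of tested wells on that plate plus 3 SD, cut at about 29% in these data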;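 note: 0% = Melanotan II alone and 100% = Melanotan II plus saturating MCL0020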
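Material: human MC4R-expressing U2OS cells. Probe or stimulus: Melanotan II challenge. Dosing: 6.5 µM single dose. Times: 30-min compound, 1-h challenge, 1-h detection, room temperature. Technique: TR-FRET with Eu-cAMP and labeled anti-cAMP, 671 nm. Replication: singlicate.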
N-glyco inh: N-linked glycosylation inhibition | reporter increase, % at 12.5 µM | D54 ERlucT glycosylation luciferase reporter, 24 h; percent of 100 nM tunicamycin response | actives 0.23% (n = 360,000);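 active = mean luciferase reporter signal, scaled so untreated is 0 and the glycosylation-blocking control 100, at or above a set limit in every replicate; inconclusive = mean reaches the limit but not every replicate does; inactive = mean below the limit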;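 note: luciferase carries N-glycosylation sites so blocking glycosylation raises the light; 0% = median of neutral control wells and 100% = median of 100 nM tunicamycin wells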
NOD2-RIPK2 inh: inhibitors of human NOD2-RIPK2 interaction; actives 0.38% (n = 360,000); AID 624267; inhibition, % at 4.98 µM; O43353; CHO BLA complementation NOD2-RIPK2, CCF4 ratio; in the data active = inhibition above about 21%;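 note: 0% = vehicle only and 100% = reference blocker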
MC4R ag barr: agonists of human melanocortin 4 receptor (MC4R) beta-arrestin | U2OS MC4R beta-arrestin complementation, luminescence; percent of melanotan II response, DMSO zero | actives 0.98% (n = 360,000) | AID 540308 | P32245 | activation, % at 8.9 µM;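 active = activation above a per-plate cutoff, the mean activation of sample wells on that plate plus 3 SD, cut at about 8% in these data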
ABHD5 PLIN5 PPI: inhibitors of human ABHD5-perilipin-5 interaction; inhibition, % at 4 µM; AID 602281; actives 0.78% (n = 360,000); Split G. princeps luciferase complementation, luminescence, 4 h; Q00G26+Q8WTS1;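 active = inhibition above the mean inhibition across every tested compound plus 3 SD, cut at about 22% in these data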;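 note: 0% = DMSO only wells and the 100% control is not disclosed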
* hit, by the source's call; ? = inconclusive; . = no result given. Not all compounds are listed, so the mix of outcomes need not match the whole.

# | Compound | Granule exo inh | MC4R ag barr | ABCB6 inh 2 | ABHD5 PLIN5 PPI | MC4R antagonist | N-glyco inh | Vif imaging | NOD2-RIPK2 inh | TLR9-MyD88 block | aDG glyco up
1 | O=P(c1ccccc1)(c1ccccc1)C(c1ccccn1)P(=O)(c1ccccc1)c1ccccc1 | -7 | -0.4 | 96 | -4 | -1 | 1 | -15 | -3 | . | 0.0
2 | CCOc1ccc(OCC)c(NC(=O)CSCC(=O)O)c1 | 2 | -2.7 | 98 | 2 | 4 | 0 | 2 | 4 | -1 | 0.1
3 | CCCCNC(=S)Nc1ccccc1F | -2 | -0.1 | 101 | 12 | 10 | 0 | -1 | 3 | -11 | -0.3
4 | COc1ccc(Cl)cc1C(=O)NCCCSc1ccccc1 | 23 | -1.2 | 97 | -1 | -2 | -4 | 8 | -10 | 2 | 0.0
5 | Cc1ccc(O)c(C(=O)CC(=O)c2ccc(Cl)cc2)c1 | -17 | 1.5 | 102 | 2 | 5 | -5 | -8 | -4 | -8 | 0.1
6 | CCn1nnc(NC(=O)c2c(OC)cccc2OC)n1 | 1 | 1.0 | 93 | 3 | -3 | 1 | 1 | -4 | 6 | -0.1
7 | CC(=O)COc1ccc2c(-c3ccccc3)cc(=O)oc2c1C | -23 | 0.7 | 101 | 1 | -5 | -2 | -7 | 1 | -14 | 0.0
8 | CSCCC(NC(=O)c1ccccc1Cl)C(=O)NNC(=O)c1ccncc1 (configuration not stated) | -8 | -3.6 | 105 | 4 | -1 | 2 | 1 | -5 | 7 | 0.3
9 | Cc1oc2c(CN3CCCCC3C)c(O)ccc2c(=O)c1-c1ccc(Br)cc1 (configuration not stated) | 6 | -1.7 | 102 | 2 | 11 | -1 | -1 | -3 | -2 | 0.3
10 | O=P(OC1CCCCC1)(OC1CCCCC1)C(O)c1ccc(Cl)cc1Cl (configuration not stated) | 9 | 1.1 | 91 | -2 | 5 | -4 | 3 | -8 | 3 | 0.3
11 | CCO/N=C(/C)c1c(O)cc(C(C)(C)C)n(-c2ccccc2)c1=O | 1 | 0.3 | 104 | -5 | 9 | 1 | 1 | -11 | -7 | -0.1
12 | CC(=O)c1cccc(CN2CCC(C(=O)Nc3ccc(-c4cccc(C)c4)cc3)CC2)c1 | 27 | 4.3 | 102 | 10 | 0 | -6 | -26 | 2 | -4 | 1.2
13 | CN(Cc1ccccc1)C(=O)c1ccc(NC(=O)Cc2ccc(NC(=O)C3CCCN(C(=O)CCc4ccccc4)C3)cc2)cc1 (configuration not stated) | 4 | 0.1 | 95 | 8 | -4 | -3 | -25 | -1 | -3 | 0.0
14 | CCc1ccccc1OCC(=O)NCC1COc2ccccc2O1 (configuration not stated) | 9 | 0.1 | 96 | 6 | 7 | -1 | -1 | -2 | -4 | -0.4
15 | COCC(=O)N(Cc1cc2cc(C)ccc2[nH]c1=O)c1ccc(C)c(C)c1 | 5 | -0.1 | 98 | 8 | -1 | 4 | 5 | -10 | -3 | 0.1
16 | CCN(CC)CCNC(=O)c1nn(-c2ccc(Cl)cc2)c2c1CCc1cc(OC)ccc1-2 | 20 | 4.2 | 90 | 4 | -7 | 2 | -4 | 19 | -17 | 3.8
17 | Cc1onc(-c2ccccc2)c1C(=O)N1CCCN(C(=O)c2c(-c3ccccc3)noc2C)CC1 | -4 | -0.9 | 98 | 0 | -1 | 1 | 17 | -4 | 6 | -0.2
18 | CCN(CC)C(=O)c1ncn(Cc2ccccc2)c1C(=O)N(CC)CC | -2 | 0.1 | 97 | 0 | 8 | 2 | -2 | -1 | 2 | 0.2
19 | O=C(CS(=O)(=O)Cc1ccccc1)N1CCc2ccccc21 | -2 | -0.2 | 100 | -2 | -2 | 2 | 2 | -8 | -12 | -0.1
20 | O=C(C(=O)N1CCc2ccccc2C1)c1cn(CC(=O)N2CCOCC2)c2ccccc12 | 3 | 0.1 | 92 | -2 | 9 | 1 | -4 | 6 | -3 | -0.1
21 | CC(=O)NC(=S)Nc1cccc([N+](=O)[O-])c1 | -3 | -0.5 | 103 | 1 | 1 | 0 | -9 | -2 | -1 | 0.1
22 | C[C@@H](c1ccccc1)N1C[C@@H](COCc2ccccc2)Oc2cc(N3CCC[C@H]3C(N)=O)ccc2S1(=O)=O | 6 | . | 102 | -8 | . | . | . | -12 | . | 0.1
23 | Cc1ccc(OCC(=O)N/N=C/C=C/c2ccco2)cc1 | 1 | -1.3 | 96 | 17 | 3 | 6 | . | -4 | -3 | -0.3
24 | CCCn1c(NC(=O)CCS(=O)(=O)c2ccc(C)cc2)nc2ccccc21 | 2 | -4.5 | 134 | -4 | 1 | 1 | -33 | 3 | 3 | 0.2
25 | Cc1ccc(C(=O)c2sc3nsc(C)c3c2N)cc1 | -7 | 2.2 | 91 | -9 | -5 | -15 | . | 24* | 17 | -0.2
26 | Cc1ccc(C(=O)NCC(c2ccc(F)cc2)N2CCOCC2)cc1 (configuration not stated) | 0 | -2.2 | 97 | -8 | 3 | 1 | 8 | -21 | -2 | -0.1
27 | COc1cc2c(cc1OC)CN(C(=S)Nc1c(C)cccc1C)CC2 | 0 | -1.0 | 103 | -4 | 0 | -1 | -13 | -15 | 1 | 0.0
28 | CN1CC(c2ccccc2)C2(SC(=S)N(Cc3ccco3)C2=O)C12C(=O)Nc1ccccc12 (configuration not stated) | 10 | 1.2 | 98 | -7 | 19 | -7 | -9 | 4 | -4 | -0.1
29 | CCCOC(=O)c1[nH]c2c(c1C)C(=O)CC(c1ccc(OC)c(OC)c1)C2 (configuration not stated) | -1 | 1.7 | 96 | -5 | -1 | -1 | 20 | -5 | -10 | 0.0
30 | Cc1cc(C)cc(N(CC(=O)NC2CCCC2)C(=O)CCC(=O)Nc2nc(C)cs2)c1 | -4 | -1.3 | 95 | -4 | 12 | -3 | 2 | 6 | 1 | 0.1
31 | O=C(/C=C/c1cccnc1)c1ccc(F)c(F)c1 | 19 | 0.3 | 104 | 71* | 12 | ? | -19 | 1 | -6 | 0.5
32 | Cc1cc(Cl)ccc1OCCCC(=O)OCC(=O)c1c(N)n(C)c(=O)n(C)c1=O | 0 | -0.2 | 94 | -1 | 5 | -1 | -11 | -12 | -8 | 0.1
33 | CSc1ccccc1-c1nnc(-c2ccc(C)cc2)o1 | 2 | 1.0 | 93 | 4 | 11 | -6 | . | -16 | 0 | 0.0
34 | CCCNC(=O)Cn1c(-c2ccc(F)cc2)cc(C(=O)OCC)c1C | -2 | 8.3* | 98 | -4 | 0 | 1 | -3 | -26 | 7 | 0.2
35 | O=C(Nc1ccc(S(=O)(=O)N2CCOCC2)cc1)C1CCN(S(=O)(=O)c2ccccc2)CC1 | 4 | 0.6 | 98 | -22 | 2 | -2 | -4 | -13 | -8 | 0.0
36 | CC(C)(C)n1nc2c(c1NC(=O)c1cc(Cl)ccc1[N+](=O)[O-])CS(=O)(=O)C2 | 0 | -0.6 | 98 | -4 | 11 | 2 | -6 | 0 | 10 | 0.2
37 | N#Cc1cc2cc(Cl)ccc2[nH]c1=O | -5 | . | 99 | -7 | . | . | . | 2 | . | 0.2
38 | C=C(C)C(=O)Nc1cccc(C2=NOC3(C2)C[C@@H](C(N)=O)N(C(=O)[C@H]2CCC(=O)N2)C3)c1 (some centres not stated) | 12 | -0.6 | 92 | -3 | 4 | -1 | -1 | -18 | 0 | 0.3
39 | Cc1cc(C)c2cc(CN(CCO)C(=O)Nc3ccc(F)cc3)c(=O)[nH]c2c1 | -3 | -0.7 | 95 | 6 | -4 | 15 | . | -4 | -6 | 0.6
40 | c1ccc2c(c1)CCN(c1nc(CN3CCOCC3)nc3sc4c(c13)CCCC4)C2 | -3 | -0.9 | 102 | 9 | 5 | -2 | -2 | 1 | 3 | 0.5

Part of the list above in another layout:
Values run as follows: Granule exo inh, MC4R ag barr, ABCB6 inh 2, ABHD5 PLIN5 PPI, MC4R antagonist, N-glyco inh, Vif imaging, NOD2-RIPK2 inh, TLR9-MyD88 block, aDG glyco up
#28 CN1CC(c2ccccc2)C2(SC(=S)N(Cc3ccco3)C2=O)C12C(=O)Nc1ccccc12 (configuration not stated)
    10, 1.2, 98, -7, 19, -7, -9, 4, -4, -0.1
#29 CCCOC(=O)c1[nH]c2c(c1C)C(=O)CC(c1ccc(OC)c(OC)c1)C2 (configuration not stated)
    -1, 1.7, 96, -5, -1, -1, 20, -5, -10, 0.0
#30 Cc1cc(C)cc(N(CC(=O)NC2CCCC2)C(=O)CCC(=O)Nc2nc(C)cs2)c1
    -4, -1.3, 95, -4, 12, -3, 2, 6, 1, 0.1
#31 O=C(/C=C/c1cccnc1)c1ccc(F)c(F)c1
    19, 0.3, 104, 71*, 12, ?, -19, 1, -6, 0.5
#32 Cc1cc(Cl)ccc1OCCCC(=O)OCC(=O)c1c(N)n(C)c(=O)n(C)c1=O
    0, -0.2, 94, -1, 5, -1, -11, -12, -8, 0.1
#33 CSc1ccccc1-c1nnc(-c2ccc(C)cc2)o1
    2, 1.0, 93, 4, 11, -6, ., -16, 0, 0.0
#34 CCCNC(=O)Cn1c(-c2ccc(F)cc2)cc(C(=O)OCC)c1C
    -2, 8.3*, 98, -4, 0, 1, -3, -26, 7, 0.2
#35 O=C(Nc1ccc(S(=O)(=O)N2CCOCC2)cc1)C1CCN(S(=O)(=O)c2ccccc2)CC1
    4, 0.6, 98, -22, 2, -2, -4, -13, -8, 0.0
#36 CC(C)(C)n1nc2c(c1NC(=O)c1cc(Cl)ccc1[N+](=O)[O-])CS(=O)(=O)C2
    0, -0.6, 98, -4, 11, 2, -6, 0, 10, 0.2
#37 N#Cc1cc2cc(Cl)ccc2[nH]c1=O
    -5, ., 99, -7, ., ., ., 2, ., 0.2
